Compound activity from PubChem BioAssay.
POLB inh – inhibitors of human DNA polymerase beta; AID 485314; Potency, µM (top dose mostly 114 µM), inactives show top-dose activity change, negative = inhibition, usual class: inhibitors; Pol beta primer extension/strand displacement, fluorescence kinetic; 340,000 tested, 1.3% active; P06746; further: potency means the concentration at half of the fitted maximal effect; on the % scale 0 is the no-effect control and ±100 the full control effect
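Curves were derived by four-parameter Hill fits of normalized qHTS data. The kinetic fluorescent primer-extension read was taken at 0 and 10 min after 50 nM substrate, following a 15 min room-temperature preincubation of 10 nM enzyme with compounds.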
BLM inh – Bloom syndrome helicase (human) inhibition | 350,000 tested, 0.2% active | Potency, µM (top dose mostly 56.1 µM), for the others: at the highest dose activity change, negative = inhibition, actives largely listed as inhibitors | recombinant BLM DNA unwinding, fluorescence dequenching;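 further: potency means the concentration at half of the fitted maximal effect; plate controls were vehicle for no effect and no enzyme for full effect; nearly all actives have a fitted effect of over 35% in size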
Pol iota inh – DNA polymerase iota (human) inhibition | Pol iota fluorescent replication assay, 10 min | AID 588590 | 390,000 tested, 1% active | Potency, µM (titrated, usually from 115 µM), for inactives: top-dose activity, negative = inhibition, most hits filed as inhibitors | Q9UNA4; further: potency means the concentration at half of the fitted maximal effect
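Fluorescent replication assay read twice, at 0 min and 10 min after adding 50 nM (final) substrate. Enzyme (10 nM) and compounds were first incubated 15 min at room temperature; enzyme-free buffer wells were negative controls.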
APEX1 inh – APE1 (human) endonuclease inhibition; P27695; recombinant APE1, TAMRA/BHQ-2 abasic DNA cleavage fluorescence; Potency, µM (top dose mostly 65.8 µM), inactives show top-dose activity change, negative = inhibition, usual class: inhibitors; 350,000 tested, 0.35% active;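 further: potency means the concentration at half of the fitted maximal effect; plate controls were vehicle for no effect and reference inhibitor for full effect; nearly all actives have a fitted effect of over 55% in size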
Target sequence (P27695 whole entry, looked up): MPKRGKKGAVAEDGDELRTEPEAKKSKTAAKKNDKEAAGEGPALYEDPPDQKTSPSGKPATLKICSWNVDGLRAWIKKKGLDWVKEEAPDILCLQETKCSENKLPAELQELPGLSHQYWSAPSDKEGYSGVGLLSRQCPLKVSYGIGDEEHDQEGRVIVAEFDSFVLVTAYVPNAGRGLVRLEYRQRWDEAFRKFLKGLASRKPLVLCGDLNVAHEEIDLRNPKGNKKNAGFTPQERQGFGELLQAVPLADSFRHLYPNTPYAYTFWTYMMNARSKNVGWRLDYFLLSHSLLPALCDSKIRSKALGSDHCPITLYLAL
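Measures dequenching upon AP-site incision of a 5'-TAMRA/3'-BHQ-2 THF-containing duplex, 50 nM; human APE1 0.75 nM after 15 min room-temperature exposure to compound; kinetic three-point read at one-minute spacing.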
PGK inhibitor – inhibitors of T. brucei phosphoglycerate kinase. PGK/GAPDH coupled, Kinase-Glo luminescence, 60 min. Potency, µM (highest dose often 57.5 µM), without a hit: at the highest dose activity change, negative = inhibition, usual class: inhibitors. 380,000 tested, 0.043% active. AID 602233. P07378; further: potency means the concentration at half of the fitted maximal effect; on the % scale 0 is the no-effect control and ±100 the full control effect; nearly all actives have a fitted effect of over 60% in size
Target sequence (P07378 whole entry, looked up): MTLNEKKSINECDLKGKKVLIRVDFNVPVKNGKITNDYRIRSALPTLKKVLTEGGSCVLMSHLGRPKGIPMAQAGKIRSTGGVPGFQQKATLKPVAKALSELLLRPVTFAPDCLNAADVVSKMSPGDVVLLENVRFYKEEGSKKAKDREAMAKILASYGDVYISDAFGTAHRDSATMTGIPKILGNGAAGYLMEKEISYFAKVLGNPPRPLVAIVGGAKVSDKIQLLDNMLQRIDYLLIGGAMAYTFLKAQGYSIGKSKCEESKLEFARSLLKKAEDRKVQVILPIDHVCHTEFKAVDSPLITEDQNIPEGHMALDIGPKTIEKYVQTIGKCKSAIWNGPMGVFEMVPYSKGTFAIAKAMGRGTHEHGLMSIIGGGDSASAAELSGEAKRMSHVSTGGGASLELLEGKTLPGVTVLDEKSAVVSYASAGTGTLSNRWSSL
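Recombinant glycosomal PGK reaction used 1,3-bisphosphoglycerate generated in-well by GAPDH (100nM final) in 100mM TEA pH 7.6, 5mM MgCl2, 0.01% Tween-20. After 60 minutes at room temperature, ATP was read by Kinase-Glo Plus luminescence end-point.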
Apoferritin bind – binds horse apoferritin like a general anesthetic; AID 485281; Potency, µM (top dose mostly 77.5 µM), for the others: at the highest dose activity change, negative = displacement, actives largely listed as inhibitors; 350,000 tested, 0.074% active; apoferritin/1-aminoanthracene competitive binding, fluorescence; P02791; further: potency means the concentration at half of the fitted maximal effect; on the % scale 0 is the no-effect control and ±100 the full control effect; nearly all actives have a fitted effect of over 20% in size
Target sequence (P02791 2-175 limits assumed): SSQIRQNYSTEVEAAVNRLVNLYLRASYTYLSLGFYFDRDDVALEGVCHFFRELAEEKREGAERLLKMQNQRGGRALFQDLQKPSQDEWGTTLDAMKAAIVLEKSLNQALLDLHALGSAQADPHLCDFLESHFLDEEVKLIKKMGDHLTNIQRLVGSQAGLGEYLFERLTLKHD
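Horse-spleen apoferritin (10 uM) was mixed with 50% saturated 1-aminoanthracene in PBS, exposed to compounds for 10 min at room temperature, and read for fluorescence (ex 380 nm, em 535 nm). Competitive displacement was fitted with a four-parameter Hill equation.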
POLK inh – DNA polymerase kappa (human) inhibition. Q9UBT6. Potency, µM (highest dose often 107 µM), for the others: at the top dose activity, negative = inhibition, usual class: inhibitors. 400,000 tested, 0.53% active. purified Pol kappa, fluorescent DNA synthesis assay, 10 min; further: potency means the concentration at half of the fitted maximal effect; on the % scale 0 is the no-effect control and ±100 the full control effect
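Kinetic fluorescence screen: compound preincubated 15 min RT with 10 nM enzyme; 50 nM substrate (final) initiates; reads at 0/10 min.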
RXFP1 antag – RXFP1 (human) relaxin receptor antagonism; HEK293-RXFP1, relaxin-stimulated cAMP HTRF, 30 min; hits give low values; activity change, negative = inhibition, % at 57.5 µM; 350,000 tested, 0.59% active; AID 1259400;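 active means activity change of -60% or lower, but not beyond a set lower limit; inconclusive means change between -60% and -40%, or beyond the set limit; inactive means change above -40%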; further: on the % scale 0 is the no-effect control and ±100 the full control effect
Pol eta inh – inhibitors of human DNA polymerase eta | recombinant Pol eta, fluorescent DNA replication assay | Potency, µM (top dose mostly 114 µM), inactives show at the highest dose activity change, negative = inhibition, actives largely listed as inhibitors | 390,000 tested, 1.2% active; further: potency means the concentration at half of the fitted maximal effect; on the % scale 0 is the no-effect control and ±100 the full control effect
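Pol eta (10 nM) was preincubated with compounds for 15 min at room temperature, after which fluorescent replication substrate (50 nM final) was added to start the reaction. Fluorescence was read kinetically at 0 and 10 min.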
* = called active by the depositor; i = inactive; u = inconclusive; x = no result given; & = joins results of further samples; [ ] = dose if it differs, or a comment. Unless noted, the call rests on the fitted dose curve; in most records, active means well fitted curve in the direction sought with a large enough effect; inconclusive means small, poorly fitted or top-dose-only effect, or another doubt; inactive means no such curve, though single readings can be large; an effect the other way counts as inactive or inconclusive.

| molecule | POLB inh | BLM inh | Pol iota inh | APEX1 inh | PGK inhibitor | Apoferritin bind | POLK inh | RXFP1 antag | Pol eta inh |
| --- | --- | --- | --- | --- | --- | --- | --- | --- | --- |
| CC1CCc2ccccc2N1C(=O)c1cccs1 (stereo not drawn) | -1.9% | -1.3% | 12.4% | 1.6% | -7.6% | -10.9% | 9.5% | 0.5 | 9.5% |
| CCCCCCCCCCCCN1[C@@H](CC(=O)OC)c2cc(F)ccc2S1(=O)=O | x | x | 22.5%&13.8% | x | -11.4% | x | 17.0%&-9.7% | x | -26.6% |
| Cc1cccc(CNC(=O)CN2C(=O)CCCc3ccccc32)c1 | -1.6% | 1.3% | -2.6% | x | i | -5.7% | 1.3% | -11.9 | 15.0% |
| COc1cc(/C=N/O)cc(Br)c1OC | 5.5% | -1.9% | 11.0% | 0.2% | i | -13.0% | 1.0% | -3.6 | -3.4% |
| O=C(Cc1c(F)cccc1Cl)NNC(=S)Nc1ccc(S(=O)(=O)Nc2ncccn2)cc1 | 24.2% | -5.9% | -1.1% | 6.4% | i | -1.9% | 11.4% | -2.6 | -3.8% |
| O=C(Cc1ccc(Cl)cc1)N/N=C/c1ccncc1 | 85.4% | 0.8% | 12.3% | 5.5% | 6.0% | -15.4% | 6.2% | -19.8 | -20.3% |
| CCCCNc1nc2c(-c3cccc(Br)c3)nnn2c2ccccc12 | 1.7% | -4.1% | 35.2%[activator] | x | -8.1% | 2.8% | -9.4% | x | -13.7% |
| Cc1cccc(Cn2cc3c(=O)n(Cc4cccc(F)c4)nc-3c3ccccc32)c1 | u | -4.7% | -15.4% | 13.5% | i | -10.5% | 0.6% | 2.5 | -15.1% |
| COc1ccc(NC(=O)CCn2c(=S)[nH]c3ccccc3c2=O)cc1 | 8.3% | -1.7% | 25.2% | 15.6% | -2.4% | -7.5% | 1.7% | -7.3 | 1.5% |
| CCn1c(=N)n(CC(=O)c2ccc(Br)s2)c2ccccc21 | 13.7% | 3.7% | 9.7% | 2.9% | -0.3% | 0.4% | 5.8% | -8.1 | u |
| C=CCOc1ccccc1CNc1cccc(F)c1 | 0.5% | -5.6% | -9.1% | 0.5% | i | -15.5% | -2.1% | -11.5 | -19.3% |
| CCOC(=O)CSc1nc2c(sc3cccc(F)c32)c(=O)n1Cc1ccc(OC)cc1 | -5.5% | -1.5% | 9.5% | x | -0.1% | -7.2% | -4.4%[60.1 µM] | x | -8.9% |
| Cc1cc(/C=C2\NC(=O)NC2=O)c(C)n1-c1cccnc1 | 1.8% | 4.2% | 22.0% | 15.5% | -6.7% | -14.9% | 3.1% | -0.2 | -16.5% |
| Cc1cc[n+](CC(=O)c2ccccc2)c2ccccc12 | 16.0% | 1.5% | 90.9%&1.9%[activator] | -2.1% | 6.4% | -18.8% | -5.9%&-21.6% | -1.7 | -14.4% |
| Cc1ccc(S(=O)(=O)N(C)/N=C/c2ccc(C(=O)O)cc2)cc1 | -1.3% | -0.7% | 21.6% | u | i | 4.2% | 7.1% | 5.1 | -7.2% |
| CCCOc1cccc(C2c3c(-c4ccccc4O)n[nH]c3C(=O)N2Cc2ccco2)c1 (stereo not drawn) | u | -15.5% | -6.6% | x | -18.4% | -17.7% | 4.3% | -80.1* | -23.6% |
| COc1ccc(/C=C2\SC(=S)N(CCCC(=O)Nc3ccc(O)cc3)C2=O)cc1 | -0.8% | -9.1% | 6.8% | -6.9% | -9.1% | -20.7% | 8.3% | -9.3 | 16.7% |
| COc1ccc(N(C(=O)c2ccco2)C(C(=O)NC2CCCC2)c2cccs2)c(OC)c1 (stereo not drawn) | -24.0% | 0.1% | 21.4% | 40.7%[12.4 µM] | -3.2% | -11.2% | 1.5% | -8.1 | -14.2% |
| O=C(Nc1c(S(=O)(=O)c2ccc(Cl)cc2)csc1Br)c1ccccc1Cl | -10.8% | -10.7% | 36.5%[activator] | -1.2% | 2.8% | -5.8% | 0.9% | -7.2 | -19.2% |
| O=C(CC1C(=O)NCCN1Cc1cccc(F)c1F)NCCCC1CCCC1 (stereo not drawn) | -1.2% | 0.2% | -14.9% | 14.1% | -1.7% | 31.6µM* | -1.7% | 0.5 | -15.1% |
| CCCN(CCC)C(=O)c1cn(C)c2ccc(S(=O)(=O)N3CCCC3)cc2c1=O | 0.6% | -6.2% | 14.2% | -21.6% | 4.3% | -5.5% | 0.1% | 0.7 | -18.0% |
| Cc1ccc(S(=O)(=O)N2CCOCC2)cc1C(=O)NCCCn1ccnc1 | 16.2% | -2.2% | 46.4%[activator] | 5.2% | -1.2% | -8.3% | -15.3% | u | 2.9% |
| CCc1ccccc1NC(=O)CNC(=O)c1cc(C2CC2)nc2c1cnn2C(C)C | x | x | 5.5% | 19.7% | 7.7% | x | -10.6% | 4.9 | -10.3% |
| O=c1sc(N2CCN(c3ccccc3F)CC2)nc2ccsc12 | -25.0% | -5.0% | 24.6% | -3.0% | 10.2% | 3.6% | 1.5% | 9.4 | -24.7% |
| CCOC(=O)N1CCC(NC(=O)Cn2nc(Cc3ccncc3)c3ccccc3c2=O)CC1 | 1.2% | -3.5% | 8.0% | -1.7% | -1.0% | -11.3% | -6.3% | 3.7 | -4.3% |
| Fc1ccc(NC(=S)Nc2cccnc2)cc1Cl | -13.6% | -1.6% | 14.0% | 9.7% | -4.7% | -6.9% | 4.4% | -15.2 | -21.1% |
| CCc1nnc(NC(=O)c2nc(SCc3cccc(C)c3)ncc2Cl)s1 | 28.8% | -2.2% | -6.5% | x | -2.7% | u | -11.7% | x | -5.4% |
| COc1ccc(C2SCC(=O)N2c2nnc(C34CC5CC(CC(C5)C3)C4)s2)cc1 (stereo not drawn) | -9.2% | -9.1% | 21.2% | 2.2% | 9.8% | -3.4% | -17.8% | -10.9 | -23.4% |
| Cn1c(SCc2ccccc2)nnc1C1CCCNC1 (stereo not drawn) | 2.4% | 0.4% | 4.5% | 1.9% | 4.5% | -5.9% | -5.6% | -1.9 | 13.6% |
| COc1ccc(C2SCCN2S(=O)(=O)c2ccc(NC(C)=O)cc2)cc1OC (stereo not drawn) | 10.9% | -1.3% | 143.1%[activator] | 3.3% | -3.4% | -5.8% | -23.9% | -3.5 | -14.4% |
| CC(=O)c1cccc(Nc2nc(-c3sc(N)nc3C)cs2)c1 | -28.7% | -8.0% | 59.3%[activator] | 10.0% | -4.1% | u | -36.6% | -24.6 | -4.9% |
| O=C(NCCc1ccccc1)NC(Cc1ccccc1)C(=O)O (stereo not drawn) | 2.3% | -3.3% | 11.3% | 36.7%[activator] | -4.4% | -1.9% | -1.9% | -0.7 | 2.3% |
| O=C(/C=C/c1ccc([N+](=O)[O-])cc1)NC1CC2CCC1C2 (stereo not drawn) | 2.2% | -2.9% | 22.2% | 4.6% | -7.9% | u | -8.6% | u | -10.3% |
| CSc1oc(-c2ccccc2)nc1S(=O)(=O)c1ccc(C)cc1 | 2.1% | -1.4% | -2.3% | 0.4% | -0.5% | -14.4% | 2.0% | -10.0 | -14.1% |
| Cc1ccccc1-c1nc(CS(=O)(=O)CC(=O)NC2CC2)c(C)o1 | 34.0% | 1.7% | -5.5% | -5.5% | 5.1% | -3.4% | -6.6% | -77.8* | -0.5% |
| COc1ccc(CCN2CC(C(=O)NCCc3ccccc3C)CCC2=O)cc1 (stereo not drawn) | 9.4% | 1.6% | 23.9% | 4.9% | -9.4% | -8.6% | 8.5% | 3.1 | -8.4% |
| Oc1ccc(F)c2cccnc12 | 15.1% | -3.5% | 90.3%[activator] | 2.4% | -6.4% | -6.7% | 1.6% | -22.0 | -12.8% |
| CCCCn1nnc(NC(=O)COc2cc(C)ccc2C(C)C)n1 | u | -7.8% | 1.7% | -0.1% | -6.5% | -9.0% | -0.4% | -6.6 | -18.0% |
| Cc1ccc(C(=O)NNC2=Nc3cc([N+](=O)[O-])ccc3OC2)cc1 | 17.8% | -4.0% | 31.4%[activator] | -3.1% | 3.2% | 3.8% | -21.8% | 3.8 | 3.2% |
| Cc1onc(-c2ccccc2Cl)c1C(=O)NC(C)c1ccccc1 (stereo not drawn) | 31.5% | -2.0% | 4.3% | 16.4% | 8.5% | -13.2% | 0.0% | 4.9 | -2.6% |
| Cc1[nH]c2ccccc2c1/C=N\NC(=O)Cn1nnc(-c2ccccc2)n1 | -13.6% | -8.9% | -1.1% | 5.4% | 4.6% | -0.2% | -13.3% | 4.8 | -0.3% |
| CC1CCC2(CC1)NC(=O)N(NC(=O)c1cccc(N(C)C)c1)C2=O (stereo not drawn) | x | x | -4.4% | -2.9% | 2.7% | x | 0.2% | -6.4 | -8.7% |
| O=C(COC(=O)/C=C/c1ccccc1)NC1CC1 | x | x | 2.8% | 42.8% | 0.3% | x | 4.0% | 1.2 | -8.4% |
| O=C(O)C(Cc1ccccc1)NC(=O)C(Cc1ccccc1)NC(=O)C12CC3CC(CC(C3)C1)C2 (stereo not drawn) | x | x | 21.6% | x | i | x | -16.9% | 5.7 | -12.3% |
| C/C(=C\c1cccs1)C(=O)c1c(C)cc(C)[nH]c1=O | 1.6% | -7.0% | 33.9%[activator] | -0.6% | -8.0% | -2.7% | -4.9% | 9.6 | -8.9% |
| C[C@H](NC(=O)C1CCC(CNC(=O)[C@@H]2CCCN2C(=O)OC(C)(C)C)CC1)C(=O)O (stereo partly drawn) | -28.1% | -5.0% | 22.1% | 9.3% | 1.2% | -7.7% | 2.4% | 4.5 | -12.9% |
| CC(C)COC(=O)Nc1ccccc1C(=O)N1CCOCC1 | 0.5% | -1.6% | 11.5% | -4.7% | 4.4% | 22.4% | -7.5% | 3.6 | -9.4% |

Two entries from above, with each value named.
O=C(COC(=O)/C=C/c1ccccc1)NC1CC1
  POLB inh = x	BLM inh = x	Pol iota inh = 2.8%	APEX1 inh = 42.8%	PGK inhibitor = 0.3%	Apoferritin bind = x	POLK inh = 4.0%	RXFP1 antag = 1.2	Pol eta inh = -8.4%

CC(C)COC(=O)Nc1ccccc1C(=O)N1CCOCC1
  POLB inh = 0.5%	BLM inh = -1.6%	Pol iota inh = 11.5%	APEX1 inh = -4.7%	PGK inhibitor = 4.4%	Apoferritin bind = 22.4%	POLK inh = -7.5%	RXFP1 antag = 3.6	Pol eta inh = -9.4%

Only part of the results is shown; the hit share may differ from the screen's.
